Assay outcomes from PubChem BioAssay.
PLCb3 inh: human PLC-beta3 inhibitors, primary screen, biochemical, fluorescence; 1-phosphatidylinositol 4,5-bisphosphate phosphodiesterase beta-3 (Homo sapiens), Q01970; Purified PLC-beta3, fluorogenic substrate; inhibition, % at 12.2 µM; 370,000 tested, 0.18% active; AID 720704, 2013; in the data active = inhibition above about 11%;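 also: 0% = median of compound wells on plate and 100% = full blocker control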
ADAM17 inh: ADAM17 inhibitors, primary screen, biochemical, QFRET. Disintegrin and metalloproteinase domain-containing protein 17 (Homo sapiens), P78536. recombinant ADAM17, EDANS/DABCYL FRET peptide cleavage. inhibition, % at 6.95 µM. 370,000 tested, 0.83% active. AID 720648, 2013;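 active = inhibition above the mean of compounds lying between control limits plus 3 SD, set per campaign, cut at about 8.5% in these data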;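 also: 0% = DMSO-only wells as the low control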
MBD2 DNA inh: inhibitors of MBD2 binding to methylated DNA, primary screen, biochemical, TR-FRET, DNA-binding domain, human; MBD2 binding to methylated oligonucleotide; inhibition, % at 4.4 µM; 370,000 tested, 0.31% active; AID 686964, 2013; in the data active = inhibition above about 13%
Target sequence (Q9UBB5 whole entry, looked up, the tested form may be a part): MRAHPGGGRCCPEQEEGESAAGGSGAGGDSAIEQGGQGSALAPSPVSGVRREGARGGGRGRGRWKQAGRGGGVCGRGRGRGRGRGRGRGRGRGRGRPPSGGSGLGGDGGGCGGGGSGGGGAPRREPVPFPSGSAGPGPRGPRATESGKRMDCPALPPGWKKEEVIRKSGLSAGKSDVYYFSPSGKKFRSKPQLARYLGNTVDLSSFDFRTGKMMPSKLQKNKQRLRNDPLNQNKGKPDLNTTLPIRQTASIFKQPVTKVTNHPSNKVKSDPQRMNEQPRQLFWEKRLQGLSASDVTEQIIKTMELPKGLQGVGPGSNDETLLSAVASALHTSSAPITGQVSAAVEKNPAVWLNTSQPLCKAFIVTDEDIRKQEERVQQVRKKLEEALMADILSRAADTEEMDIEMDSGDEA
Tn7 DDE FP: inhibitors of Tn7 peptide binding to fibrin DD(E), primary screen, biochemical, fluorescence polarization, human fibrin, Tn7 probe. Fibrinogen beta chain (Homo sapiens), P02675. FP displacement of FITC-Tn7 peptide from fibrin DD(E); 0% = median of compound wells per plate. inhibition, % at 8.3 µM. 370,000 tested, 0.13% active. AID 720508, 2013;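 active = inhibition above the mean of compounds falling within the control limits plus 3 SD of them, cut at about 14% in these data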;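 also: 0% = plate median of compound wells and 100% = 10 µM Aha-Tn7 peptide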
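Measure: % inhibition scaled between sample-field median and high-control FP; Test system: human fibrin DD(E); Quantity: 2 µM final DD(E) protein; Doses: one dose, 8.3 µM nominal; Schedule: compound with protein 10 min, then 3 h after probe, room temperature; Detection: fluorescence polarization; Medium: Tris buffer with calcium and detergent, pH 7.8.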
Tn6 DDE FP: inhibitors of Tn6 peptide binding to fibrin DD(E), primary screen, biochemical, fluorescence polarization, human fibrin, Tn6 probe; inhibition, % at 8.3 µM; 370,000 tested, 0.21% active; Fibrin DD(E) TRITC-Tn6 fluorescence polarization displacement;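 active = inhibition above a per-campaign cutoff: mean of compounds within control limits plus 3 SD, cut at about 15% in these data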;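 also: 0% = median of all compound wells on the plate and 100% = blocking peptide control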
UHRF1 binding: UHRF1 methylated DNA binding inhibitors, primary screen, counter-screen for MBD2 inhibitor project, biochemical, TR-FRET, human UHRF1, single concentration. E3 ubiquitin-protein ligase UHRF1 (Homo sapiens), Q96T88. UHRF1 binding to methylated oligo. AID 687016, 2013. inhibition, % at 4.4 µM. 370,000 tested, 0.75% active; in the data active = inhibition above about 21%;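 also: UHRF1 SRA domain binding a hemimethylated CpG hairpin DNA probe; 0% = median of test compound wells and 100% = reference inhibitor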
ARFGAP1 inh: inhibitors of rat ARFGAP1 GAP activity, primary screen, biochemical, fluorescence polarization, GDP tracer; ADP-ribosylation factor GTPase-activating protein 1 (Rattus norvegicus), Q62848; Arfgap1-stimulated ARF1 GTP hydrolysis, GDP FP detection; inhibition, % at 16.5 µM; 360,000 tested, 0.26% active;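 active = inhibition above a per-plate limit, mean inhibition of low control wells plus 3 SD, cut at about 25% in these data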;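 also: 0% = DMSO wells with enzyme and 100% = wells lacking Arfgap1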
Target sequence (Q62848 1-136 limits assumed): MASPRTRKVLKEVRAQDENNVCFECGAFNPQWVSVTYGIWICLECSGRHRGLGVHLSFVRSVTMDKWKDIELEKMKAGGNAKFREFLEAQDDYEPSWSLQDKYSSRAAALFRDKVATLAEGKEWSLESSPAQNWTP
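material = rat Arfgap1 catalytic domain, aa 1-136 | also added = human ARF1(Δ1-17)-GTP substrate | compound dosing = one concentration, 16.5 µM, DMSO 1.26% | times = GTP hydrolysis reaction 2 h at 25 °C | measured by = FP, GDP Alexa 633 tracer displaced from anti-GDP antibody, 620/688 nm | evaluation = percent inhibition of Arfgap1-stimulated GTP hydrolysis | replication = single well per compound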
KLK7 zymogen act: proKLK7 zymogen activators, primary screen, biochemical, fluorescence intensity; purified proKLK7, EDANS-DABCYL substrate fluorescence; 100% is mature enzyme control, 0% vehicle; AID 652039, 2013; 370,000 tested, 0.9% active; activation, % at 7 µM;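 active = activation above the mean of all tested compounds plus 3 SD, computed per campaign excluding outliers beyond control limits, cut at about 13% in these data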
PLC-gamma1 inh: PLC-gamma1 enzyme inhibitors, primary screen, biochemical, fluorescence, purified enzyme. 1-phosphatidylinositol 4,5-bisphosphate phosphodiesterase gamma-1 (Homo sapiens), P19174. fluorogenic substrate. inhibition, % at 12.2 µM. 370,000 tested, 0.84% active; in the data active = inhibition above about 9.5%
ASAP1 inh: inhibitors of human ASAP1 ArfGAP activity, primary screen, biochemical, fluorescence polarization. ASAP1-stimulated ARF1 GTP hydrolysis, GDP FP detection. inhibition, % at 16.5 µM. 360,000 tested, 0.19% active. AID 624377, 2012; in the data active = inhibition above about 25%;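 also: 0% = vehicle with enzyme and substrate and 100% = no enzyme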
Target sequence (Q9ULH1 325-724 limits assumed): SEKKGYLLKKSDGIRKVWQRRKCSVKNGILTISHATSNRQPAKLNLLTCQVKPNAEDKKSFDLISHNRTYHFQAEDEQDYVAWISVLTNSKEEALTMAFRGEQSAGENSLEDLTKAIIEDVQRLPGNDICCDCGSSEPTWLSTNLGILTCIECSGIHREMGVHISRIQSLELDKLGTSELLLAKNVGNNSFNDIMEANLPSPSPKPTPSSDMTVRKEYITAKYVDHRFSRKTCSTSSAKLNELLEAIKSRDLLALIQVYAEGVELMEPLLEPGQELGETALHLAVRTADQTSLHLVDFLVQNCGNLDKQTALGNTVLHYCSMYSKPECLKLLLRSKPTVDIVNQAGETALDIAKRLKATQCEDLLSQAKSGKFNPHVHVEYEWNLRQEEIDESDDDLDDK
Starred values were filed as active, the others as inactive; i = inactive.

SMILES	PLCb3 inh	ADAM17 inh	MBD2 DNA inh	Tn7 DDE FP	Tn6 DDE FP	UHRF1 binding	ARFGAP1 inh	KLK7 zymogen act	PLC-gamma1 inh	ASAP1 inh
CC(Oc1ccc2c3c(c(=O)oc2c1)CCCC3)C(=O)NC1CC(C)(C)NC(C)(C)C1 (configuration not stated)	-31	-51	0	-3	-6	1	7	-0.3	-16	15
O=C(C1CCCN(S(=O)(=O)c2ccc(Cl)cc2)C1)N(Cc1cccs1)C1CC1 (configuration not stated)	6	-1	-2	-9	0	-1	-11	0.3	-2	11
COc1ccc(C2CC(Cn3cc(C#N)c(=O)n(C)c3=O)ON2C)cc1 (configuration not stated)	0	-1	0	-1	0	-1	5	1.0	3	4
CN=C1NC(C)(C)C2CCC(C)(CC2)S1	0	-4	0	3	-3	-2	-2	-0.2	4	-12
O=C(CSc1ccc(S(=O)(=O)N2CCCC2)cn1)Nc1ccc([N+](=O)[O-])cc1C(F)(F)F	-2	-2	1	7	1	-2	6	0.4	1	-13
O=C1c2cccc3cccc(c23)C(=O)C1(O)O	-14	-4	-13	-5	2	-8	7	0.8	2	5
CC1=NNC(=O)C1C(c1ccccc1)C(C#N)C#N (configuration not stated)	-14	5	-11	4	-3	-11	1	-1.5	-9	10
CC(C)(C)NC(=O)c1cc(-c2ccccc2)n[nH]1	2	2	-1	-10	-1	1	-8	-0.1	5	1
N#Cc1nc(N2CCCC2)nc(N2CCCC2)n1	-2	-7	5	-3	7	1	-7	1.0	-2	8
O=C(Nc1ccccc1)N1CCN(c2nc3ccccc3s2)CC1	0	-1	-5	1	-3	-1	-3	-0.1	3	-1
Cc1ccccc1NCC(=O)N/N=C\C=C\c1cccc([N+](=O)[O-])c1	1	0	-1	2	1	-2	1	-0.1	0	11
N#CC1=C(C=Nc2ccccc2O)CCC1	-59	-15	1	10	4	-1	6	-19	-40	-5
N#Cc1cccnc1N1CCN(C(=O)c2cccs2)CC1	-74	-60	1	3	6	-5	-10	3.2	-56	6
Cc1ccc(SCc2[nH]nc3c2C(c2ccc(C)o2)C(C#N)=C(N)O3)cc1 (configuration not stated)	-2	0	-3	-5	4	-5	-14	-0.3	-3	-5
Cc1n[nH]c(C)c1CCNCc1ccc(OCC(O)CN2CCCCC2)cc1 (configuration not stated)	-6	-4	0	4	4	1	-1	-0.6	1	-2
O=C(NCC1CCCO1)c1ccc2c(=O)n(-c3ccccc3)c(=S)[nH]c2c1 (configuration not stated)	-6	-1	1	-8	-1	1	-2	-0.6	-1	1
COCCN1C(=O)N(c2cccc(C)c2)C(=O)C1CC(=O)Nc1ccc(OC)cc1 (configuration not stated)	-2	-2	3	11	-5	3	-6	-1.1	0	-13
CCOc1ccccc1CNC(=O)C(C)n1nc(C)c2c(C)n(-c3ccccc3)nc2c1=O (configuration not stated)	-4	-3	-2	-5	-2	2	5	0.5	1	4
COc1ccc(/C=C2\SC(=S)N(CC(=O)OCC(=O)Nc3ccc(C)cc3Cl)C2=O)cc1	-13	-4	4	0	-2	7	-3	-0.6	-2	-7
COc1ccc(Cc2nnc(N)s2)cc1	2	-5	-8	8	10	-2	-2	0.8	-3	-8
Cc1ccc(C(=O)NC(=S)NCc2cccnc2)cc1	1	-3	4	0	3	2	1	-0.2	0	0
Cc1ccc(C(=O)N2Cc3ccccc3CC2C(=O)O)cc1 (configuration not stated)	1	-2	0	-5	0	-2	-2	0.0	-1	1
FC(F)Sc1ccc(-n2cc(-c3ccc(Cl)cc3)[n+]3c2CCC3)cc1	-1	-5	3	1	-1	2	5	0.3	-1	5
c1csc(-c2nc(CN3CCSCC3)cs2)c1	-4	-4	-2	3	0	0	3	-0.3	0	-5
Cc1cc(C)nc(-n2nc(C)cc2Nc2ccccc2)n1	2	0	0	-8	-2	4	10	0.1	3	3
Cc1ccc(S(=O)(=O)CCC(=O)Nc2nccs2)cc1	3	-6	4	0	3	2	1	0.1	0	-15
CCOc1ccc(N2C(=O)CC(Sc3n[nH]c(-c4ccccc4)n3)C2=O)cc1 (configuration not stated)	2	1	-3	2	-2	-4	5	0.4	2	-7
COC(=O)c1ccc(/C=C/C(=O)OCC(=O)Nc2cc(C)on2)cc1	1	-3	-3	-7	-1	0	-2	0.5	-2	-5
CCCn1c(=O)c2c(c3ccccc31)OC(C)C(=O)N2 (configuration not stated)	-4	1	2	-3	0	0	7	0.6	1	-10
O=C(CN1CCCCC1)Nc1scc2c1c(=O)oc1ccccc12	-6	-4	5	-3	-1	21*	9	0.1	-3	0
CCn1cc(/C=N/NC(=O)COc2cccc3cccnc23)c2ccccc21	-4	-5	6	2	-7	7	14	-0.1	1	5
CC(=O)c1ccccc1OC(=O)CCN1C(=O)c2ccccc2C1=O	2	-2	-3	-8	-3	-2	-6	0.2	2	-3
O=C(N/N=C1/CCCc2ccccc21)C(c1ccccc1)c1ccccc1	-1	-5	2	0	-7	3	2	-0.6	-1	4
CCc1ccc(N2C(=O)CN(CC(=O)OC)C2=S)cc1	8	2	-1	1	-2	1	8	-0.6	2	-1
COc1ccccc1CNC(=S)Nc1ccc(F)cc1	-8	-5	3	5	-1	0	3	-0.5	0	6
O=C(C[C@H]1C/C=C\C[C@H](Cc2ccc(F)cc2)C(=O)OC[C@@H]2CCCN2C1=O)N[C@H](CO)Cc1ccccc1	-1	-5	-1	1	-6	-3	6	0.3	-1	-1
COc1ccc(CC2=CC(=O)c3ccccc3C2=O)cc1	-28	0	-5	1	-5	-5	4	0.7	-15	-1
C=CC[C@H](CC(=O)NCCO)C(=O)N[C@H](COC(=O)[C@@H](CC=C)Cc1ccc(F)cc1)Cc1ccccc1	3	3	1	-4	-4	-1	-3	-0.3	3	2
Cc1ccc(C(=O)NNC(=O)OC(C)(C)C)c(Cl)c1	2	-2	-2	3	-2	4	4	0.0	1	-18
O=C(CCc1nc(-c2ccc(Cl)cc2)no1)NC1CCCCC1	-4	-2	1	0	6	0	2	-1.0	2	7
COc1ccc(CNC(=O)C(OC(=O)c2ccco2)c2ccccc2)cc1 (configuration not stated)	-10	-4	1	4	2	-1	-8	-0.2	1	3
CCOc1cc(N2CCOCC2)c(OCC)cc1NC(=O)COC(=O)c1c(C)noc1C	-4	-3	-2	0	3	1	-20	-0.1	0	-2
O=c1ccc2ccccc2o1	3	-4	1	4	3	2	-4	-0.1	-4	-3
COc1cccc(NC(=O)CN(C)C(=O)CSC(=S)N2CCCC2)c1	-1	-2	-3	2	5	0	6	0.9	2	11
O=C(Nc1nsc(-c2ccccc2)n1)c1ccc(F)cc1	-5	-2	5	-7	-2	-4	12	-0.1	-5	0
Cc1nc2ccccc2cc1C(=O)N/N=C/c1ccccc1[N+](=O)[O-]	4	0	2	0	6	-2	-6	-1.0	6	6
O=C(c1cccc2nccnc12)N1CCCC(Nc2ccc(F)c(F)c2)C1 (configuration not stated)	-9	-3	5	-1	-4	0	10	0.4	1	3
COC(=O)C(NC(=O)C(NC(=O)C1CCC(C)CC1)C(C)C)C(C)C (configuration not stated)	-6	-3	2	2	4	0	2	-0.1	-2	4
Cc1ccc(Cn2c(=S)[nH]c3ccc(N4CCOCC4)cc3c2=O)o1	i	-35	-4	7	7	-5	-3	45*	i	0
COC(=O)c1cc2n(n1)CCN(Cc1ccccc1F)C2=O	1	-2	3	-1	10	-1	-10	0.5	0	-3
N#CC(c1c(Cl)cccc1N1CCCCC1)N1CCCCC1 (configuration not stated)	3	-4	-2	-4	-4	-2	-6	-0.6	0	-21
CC(C)(C)OC(=O)N1CC(O)CC1C(=O)OCC(=O)c1ccc(Cl)cc1 (configuration not stated)	2	-1	4	-1	-12	-2	-1	0.0	2	3
CC(C)Oc1cc(F)ccc1-c1cc(C(=O)Nc2cccc(Cl)c2)[nH]n1	8	12*	-2	3	-6	-1	8	-0.7	6	2
Cc1cc(C)n(CC(=O)NC2CCCc3c2cnn3-c2ccc(C)c(C)c2)n1 (configuration not stated)	-4	3	-1	5	2	-1	8	0.0	-3	-1
CCOC(=O)C1(Cc2ccccc2C)CCCN(S(=O)(=O)c2cccnc2)C1 (configuration not stated)	1	1	-5	-2	-1	-4	-11	-0.6	-2	7
CCOC(=O)c1c(-c2ccccc2)oc2ccc(OC(C)=O)cc12	-35	-26	0	-1	2	2	15	-5.2	-37	-6
COc1ccccc1N1CCN(S(=O)(=O)c2c(C)[nH]c(=O)[nH]c2=O)CC1	1	-5	6	0	-6	4	4	0.4	7	4
C[C@@H]1OC(Nc2ccc(N=Nc3ccccc3)cc2)[C@H](O)[C@H](O)[C@H]1O (some centres not stated)	-2	4	-2	-4	-2	-4	11	0.2	7	-1
NNC(=O)c1oc2ccccc2c1-n1cccc1	-24	-9	0	-10	4	-4	16	0.6	-14	3
CCOC(=O)C1=C(O)/C(=C\c2cccs2)N=C1C	-2	10.0*	0	-5	-8	5	14	-0.1	2	-2
CC(=O)c1cccc(S(=O)(=O)Nc2ccccc2N2CCOCC2)c1	-5	0	3	-4	6	4	-4	-0.8	-3	-1

Looked up by compound from the entries so far (3):
SMILES	PLCb3 inh	ADAM17 inh	MBD2 DNA inh	Tn7 DDE FP	Tn6 DDE FP	UHRF1 binding	ARFGAP1 inh	KLK7 zymogen act	PLC-gamma1 inh	ASAP1 inh
CCOC(=O)C1=C(O)/C(=C\c2cccs2)N=C1C	-2	10.0*	0	-5	-8	5	14	-0.1	2	-2
CC(C)(C)OC(=O)N1CC(O)CC1C(=O)OCC(=O)c1ccc(Cl)cc1 (configuration not stated)	2	-1	4	-1	-12	-2	-1	0.0	2	3
NNC(=O)c1oc2ccccc2c1-n1cccc1	-24	-9	0	-10	4	-4	16	0.6	-14	3
